Chronic BCR inh – qHTS Assay to Find Inhibitors of Chronic Active B-Cell Receptor Signaling. ABC-DLBCL IkBa-CBG/CBR reporter, luminescence ratio, 4 h. Potency, µM (titrated, usually from 46.1 µM), for the others: at the top dose ratio change, negative = lower green/red ratio, usual class: inhibitors. actives 0.05% (n = 340,000). AID 493014, 2011; active means well fitted inhibition curve with a large enough effect in the signal ratio, with a control signal flat, not every such curve was filed as active; inconclusive means small, poorly fitted or top-dose-only effect, or effect the other way, or a change in a side signal; the % refers to the signal ratio;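 further: potency means the concentration at half of the fitted maximal effect; plate controls were basal doxycycline-induced cells for no effect and cells given 10 µM MG132 for full effect; MG132 reads +100%, hits lower the ratio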
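TMD8 human ABC-DLBCL cells with doxycycline-inducible IκBα–green luciferase fusion and unfused red luciferase, in 0.5% FBS medium; compounds up to 46 uM, 4 h at 37C. Green/red luminescence ratio, filter-overlap corrected, fitted to concentration-response curves.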
hERG WT inh – qHTS for Inhibitors of KCHN2 3.1: Wildtype qHTS | U2OS, BacMam KCNH2, thallium flux FluxOr; stronger effect = lower value | actives 0.37% (n = 340,000) | activity change, % at 1.84 µM | Voltage-gated inwardly rectifying potassium channel KCNH2 (Homo sapiens), Q12809 | AID 720551, 2013;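 active means maximum activity change below -70%; inconclusive means maximum activity change between -70% and -50%; inactive means maximum activity change above -50%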; further: on the % scale 0 is the no-effect control and ±100 the full control effect
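U2OS cells were transduced with wild-type KCNH2 virus (2.03 x 10^8 / mL) for 4 h at room temperature, then cultured overnight at 37 C. Thallium flux was read with FluxOr dye. Rate constants were normalized to DMSO controls.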
Coupling enz – qHTS Assay for Inhibitors of Fructose-1,6-bisphosphate Aldolase from Giardia Lamblia: Coupling assay counterscreen; coupling enzyme system counterscreen, AmpLite Red fluorescence; activity change, negative = inhibition, % at 58.2 µM, hits read low; actives 0.67% (n = 290,000); in the data active means activity change below about -30%; further: on the % scale 0 is the no-effect control and ±100 the full control effect
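Final compound at 57.5 uM, incubated 10 min at RT with coupling enzyme reagent (glyceraldehyde-3-phosphate), then 20 min with substrate and AmpLite Red detection. Fluorescence read at 525/598 nm; tests interference with the coupling assay, not aldolase inhibition.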
AT treatment – qHTS Assay for Identifying a Potential Treatment of Ataxia-Telangiectasia | […] A-T fibroblasts, KAP-1 phosphorylation AlphaLISA; neocarzinostatin DNA damage 30 min before lysis | Potency, µM (series often up to 57.5 µM), for the others: top-dose activation, usual class: activators | actives 0.19% (n = 320,000) | AID 485349, 2010; further: potency means the concentration at half of the fitted maximal effect; % of control where 0% means no effect; nearly all actives have a fitted effect of over 45% in size
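ATM-like activity read as KAP-1 phosphorylation via AlphaLISA donor/acceptor antibody pairs after lysis and 6 hr at 25C. Cells were ATM-null patient fibroblasts ([…], hTERT), dosed 60 min, then exposed to the DSB inducer NCS for 30 min.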
Tb PFK inh – qHTS Assay to Find Inhibitors of T. brucei phosphofructokinase. ATP-dependent 6-phosphofructokinase (Trypanosoma brucei brucei), O15648. T. brucei PFK, ADP-Glo luminescence. Potency, µM (highest dose often 57.5 µM), inactives show at the highest dose activity, negative = inhibition, most hits filed as inhibitors. actives 0.17% (n = 330,000). AID 485367, 2010;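 further: potency means the concentration at half of the fitted maximal effect; 0% = uninhibited 1x PFK enzyme wells and -100% = no-enzyme wells; nearly all actives have a fitted effect of over 60% in size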
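Activity is normalized to no-enzyme wells (full inhibition) and 1.25 nM enzyme wells (no inhibition). Reaction: 0.5 mM F6P, 0.1 mM ATP, 45 min RT, ADP-Glo luminescence; concentration-response curves fitted and classed by quality.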
TSHR antag – Antagonists of the Thyroid Stimulating Hormone Receptor: HTS campaign; Thyrotropin receptor (Homo sapiens), P16473; actives 0.2% (n = 330,000); TSHR-expressing cells, TSH-stimulated cAMP HTRF, 2 h; stronger effect = lower value; AID 504810, 2011; activity change, negative = inhibition, % at 11.5 µM;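 active means activity change below a set negative limit, meaning inhibition stronger than a set level, cut at about -70% in these data; inconclusive means activity change between two set negative limits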; further: on the % scale 0 is the no-effect control and ±100 the full control effect
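TSHR-expressing cells were treated with compounds, then stimulated with TSH at EC80 (4nM final) for 2 hours at 37 deg C. Cellular cAMP was measured by HTRF competition between lysate cAMP and cAMP-d2 for a cryptate-labelled anti-cAMP antibody.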
Giardia kill – Small Molecules that selectively kill Giardia lamblia: qHTS | actives 0.15% (n = 340,000) | Giardia lamblia trophozoite viability | activity change, % at 7.66 µM, hits read low; in the data active means activity change below about -80%; inconclusive means between about -30% and that limit;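 further: parasites exposed to compound for two days anaerobically before the ATP read; on the % scale 0 is the no-effect control and ±100 the full control effect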
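Killing of trophozoites was scored by loss of ATP luminescence after a 48 hrs anaerobic exposure to compounds at 37 deg C, using 100 cells per well.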
TCR act – Activators of T cell receptors: qHTS campaign. primary human leukocytes, anti-CD3, IL-2 HTRF, 48 h. Potency, µM (doses to about 9.22 µM), for inactives: at the top dose activation of IL-2 secretion, actives largely listed as activators. 330,000 tested, under 10 active. AID 504894, 2011; further: % of control where 0% means no effect
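Using a-CD3 beads without co-stimulation, primary human leukocytes were exposed to compounds for 48 hr. An HTRF IL-2 kit measured the cytokine, with europium-to-d2 energy transfer producing emission at 665nm upon 320nm excitation.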
MLL CXXC-DNA inh – qHTS Fluorescence Polarization Assay for Inhibitors of MLL CXXC domain - DNA interaction | Histone-lysine N-methyltransferase 2A (Homo sapiens), Q03164 | MLL-CXXC / FITC-HOXA9 DNA fluorescence polarization | Potency, µM (top dose mostly 115 µM), inactives show top-dose activity change, negative = inhibition, most hits filed as inhibitors | actives 0.037% (n = 290,000) | AID 2662, 2010; active means well fitted inhibition curve with a large enough effect in the polarisation, with a control signal flat, not every such curve was filed as active; inconclusive means small, poorly fitted or top-dose-only effect, or effect the other way, or a change in a side signal; inactive means no such curve, though single readings can be large or run the other way; the % refers to the polarisation; further: potency means the concentration at half of the fitted maximal effect
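Fluorescence polarization: 7 uM MLL-CXXC (stock) preincubated 5 min with compounds, then 50 nM fluorescein-HOX-A9 DNA (stock) added; 30 min ambient. Buffer 50 mM Tris-HCl pH 7.5, 50 mM NaCl, 1 mM DTT, 0.05% BSA.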
GALK inhibitor – qHTS Assay for Inhibitors of Human Galactokinase (GALK); Purified GALK, Kinase-Glo residual ATP luminescence; actives 0.007% (n = 270,000); Potency, µM (highest dose often 57.5 µM), for the others: top-dose activity change, negative = inhibition, actives largely listed as inhibitors; P51570; AID 1868, 2009; further: potency means the concentration at half of the fitted maximal effect; on the % scale 0 is the no-effect control and ±100 the full control effect
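Quantitative HTS: GALK 5 nM, ATP 35 uM, galactose 100 uM, 1 h room temperature, then luciferase-based ATP detection.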
* marks the source's active call; other numbers are inactive results; i = inactive; ? = inconclusive; . = not tested or not shown; & = joins results of further samples; [ ] = remark or other dose. Unless noted, the call rests on the fitted dose curve; in most records, active means well fitted curve in the direction sought with a large enough effect; inconclusive means small, poorly fitted or top-dose-only effect, or another doubt; inactive means no such curve, though single readings can be large; an effect the other way counts as inactive or inconclusive.

Start of the data: the first 3 records (preview)
SMILES	Chronic BCR inh	hERG WT inh	Coupling enz	AT treatment	Tb PFK inh	TSHR antag	Giardia kill	TCR act	MLL CXXC-DNA inh	GALK inhibitor
CC1CCC(NC(=O)CNC(=S)N2CC3CC(C2)c2cccc(=O)n2C3)CC1 (configuration not stated)	8%	-11	0	2%	-1%	1	-14	0%	1%	9%
O=C1NC(=O)C(=Cc2ccc(N3CCOCC3)o2)C(=O)N1	-1%	i	1	-3%	2%	-11	21	6%	?	5%
Nc1cccc(N=Cc2c(O)n(Cc3ccc(F)cc3)c(=O)[nH]c2=O)c1	0%	7	-1	-4%	0%	-10	-5	-10%[46.1 µM]	6%	-2%

All compounds of this part (from the top)
SMILES	Chronic BCR inh	hERG WT inh	Coupling enz	AT treatment	Tb PFK inh	TSHR antag	Giardia kill	TCR act	MLL CXXC-DNA inh	GALK inhibitor
CC1CCC(NC(=O)CNC(=S)N2CC3CC(C2)c2cccc(=O)n2C3)CC1 (configuration not stated)	8%	-11	0	2%	-1%	1	-14	0%	1%	9%
O=C1NC(=O)C(=Cc2ccc(N3CCOCC3)o2)C(=O)N1	-1%	i	1	-3%	2%	-11	21	6%	?	5%
Nc1cccc(N=Cc2c(O)n(Cc3ccc(F)cc3)c(=O)[nH]c2=O)c1	0%	7	-1	-4%	0%	-10	-5	-10%[46.1 µM]	6%	-2%
CC(=O)OC(C)(C)/C=C/C(=O)C(C)(O)C1[C@H](O)C[C@@]2(C)C3CC=C4C(CC[C@@H](O)C4(C)C)[C@]3(CO)C(=O)C[C@]12C (some centres not stated)	?	-10	1	-3%	1%	-14	-6	2%	?	.
COC(=O)C1C(O)CC2CCC1N2C (configuration not stated)	-1%	-6	.	-4%	0%	13	-2	-11%	.	.
COc1cc(Cn2c(N)c(C(=O)NCc3ccco3)c3nc4ccccc4nc32)cc(OC)c1OC	?	8	-52*	2%	5%	18	-3	-5%	9%	1%
NCCc1c[nH]c2ccccc12	-12%	12	0&-1	6%	-9%	-11&-4	-14	7%	-5%&-3%	.
C=CCn1c(=O)c(C=Nc2c(OC)cccc2[N+](=O)[O-])c(O)n(CCCC)c1=O	-2%	-8	-3	0%	3%	-10	5	2%[46.1 µM]	-1%	1%
COC(=O)Cn1cc(C(=O)c2ccccc2F)c2ccccc21	3%	2	0	8%	-2%	-6	-3	.	-4%	0%
Cc1ccccc1C1=NCC(=S)Nc2ccc(Cl)cc21	?	-16	-7	8%	-3%	4	-2	-3%[46.1 µM]	-1%	1%
CN1CCN(c2cccc3c2C(=O)c2ccccc2C3=O)CC1	4%	0	1	-9%	5%	-13	24	-2%	?	2%
CN1CCC(N2CC3CC(C2)c2cccc(=O)n2C3)CC1 (configuration not stated)	3%	-2	-7	5%	2%	-3	-4	7%	-6%	-3%
COc1ccc(Br)cc1CN1CCN(CCO)CC1	5%	-14	-1	12%	-2%	-12	-13	.	1%	2%
COCCNC(=O)N1[C@H]2CC[C@@H]1C(C(=O)OC)=C(c1ccc(OC(F)(F)F)cc1)C2	4%	-21	.	24%	-1%	30	-9	-9%	.	.
CN1C2CCC1CC(OC(=O)c1cc(Cl)cc(Cl)c1)C2 (configuration not stated)	-28%	20	3	.	3%	-13&0	22	0%	-10%&6%	1%
COc1ccc(-n2c(/C=C/c3cccc(F)c3)nc3ccccc3c2=O)c(OC)c1	?	0	-9	-9%	-1%	2	2	0%	16%	1%
Cc1cc(OC(=O)c2ccco2)c2c3c(c(=O)oc2c1)CCC3	?	3	-1	-2%	1%	6	-20	-14%	89%[activator]	1%
Cc1nn(Cc2ccccc2)c(C)c1C(=O)OCC(=O)NCc1ccco1	-26%	-14	7	.	2%	3	11	13%	6%	2%
CN(C)S(=O)(=O)c1cccc(C(=O)N2CCC(C(=O)O)(c3ccccc3)CC2)c1	5%	-22	5	-1%	-7%	13	11	3%	1%	10%
Cc1ccc(-n2c(O)c(C=NCC3CCCO3)c(=O)[nH]c2=O)c(C)c1 (configuration not stated)	?	-11	-1	?	-2%	27	20	-4%	26%	-3%
CC(=O)OC1C2CCC1C(N1CCCC1)CC2 (configuration not stated)	-11%	1	4	5%	-4%	17	-4	-10%	-5%	-2%
C=CCn1c(O)c(Cc2ccc(OCC)cc2)c(=O)[nH]c1=O	?	0	2	2%	3%	-5	-3	1%	10%	1%
COP(=O)(NC(=O)C(Cl)(Cl)Cl)OC	0%	-4	-1	3%	-4%	16	11	3%	0%	-1%
COc1ccc(CN2C(=O)NC(=O)/C(=C\c3ccc(OC)c(OC)c3OC)C2=O)cc1	-2%	-9	2	-2%	1%	1	2	-3%	?	-2%
CCCCn1c(O)c(/C(CC)=N/N2CCCCC2c2cccnc2)c(=O)[nH]c1=S (configuration not stated)	0%	25	1	-1%	-14%	-23	-19	2%[46.1 µM]	25%	-3%

Next records.
SMILES	Chronic BCR inh	hERG WT inh	Coupling enz	AT treatment	Tb PFK inh	TSHR antag	Giardia kill	TCR act	MLL CXXC-DNA inh	GALK inhibitor
CSc1ccc(CN2CCN(C(=O)COc3cccc(C)c3)CC2)cc1	0%	6	-3	-2%	-2%	-6	5	5%	25%	-4%
O=c1[nH]c(=S)n(CCC2=CCCCC2)c(O)c1C=NCc1cccnc1	0%	.	1	8%	2%	0	.	.	1%	0%
CN1CCN(C(=O)COc2ccc3ccccc3c2)CC1	?	3	1	0%	-1%	-12	6	0%	-3%	-2%
CN(CC(=O)Nc1ccccc1-c1ccccc1)C1CCCCC1	?	0	3	.	-4%	-8	-12	3%[46.1 µM]	2%	1%
CS(=O)(=O)NCc1nnc2n1-c1ccc(Cl)cc1C(c1ccccc1)=NC2	0%	12	2	5%	1%	10	27	-4%[46.1 µM]	-4%	-5%
CC(NCc1ccccc1C(F)(F)F)C(O)c1ccccc1 (configuration not stated)	-15%	3	1	6%	-2%	17	0	-11%	-4%	3%
O=C(Cn1ncc2c3ccccc3n(Cc3ccc(F)cc3)c2c1=O)N1CCC2(CC1)OCCO2	?	0	2	8%	-1%	-11	5	-2%	5%	-1%
CC(=O)Nc1cccc(NC(=O)CSc2nc(C3CC3)nc3ccccc23)c1	?	-27	2	2%	0%	-3	2	-1%	1%	12%
OC(c1ccccc1)(c1ccccc1)C1CN2CCC1CC2 (configuration not stated)	?	5	-3	6%[11.5 µM]	6%	-7	7	-3%	-3%&1%	-3%
COC(=O)C(O)(c1ccc(NC(=O)c2cccs2)cc1)C(F)(F)F (configuration not stated)	-5%	-3	-4	6%	1%	-3	-10	6%	6%	-12%
Cc1nc2ccccc2c(=O)n1-c1ccc(Br)cn1	1%	4	3	2%	1%	1	6	-6%	-7%	5%
COC(=O)C1=C(c2ccc(OC(F)(F)F)cc2)C[C@@H]2CC[C@H]1N2C(=O)NCCOc1ccccc1	?	.	.	11%	-5%	?	-18	-1%	.	.
CCOC(=O)c1nsnc1NCCCl	13%	12	2	1%	2%	-2	21	-7%	14%	1%
O=C(CCN1CCCCC1)NCC(=O)Nc1ccc(Br)cc1C(=O)c1ccccc1	?	25	-1	-8%	-6%	25	10	3%	-2%	.
CCCN(CCC)C1Cc2cc(OC)c(OC)cc2C1	.	34	3	.	.	-12	-6	2%	5%	.
CCOC(=O)C1CCN(/C=C2/C(=O)NC(=S)N(c3ccccc3F)C2=O)CC1	0%	0	1	-2%	7%	2	-1	-2%	16%	-2%
Cc1ccc(-c2nc3ccccc3c(=O)n2-c2cccc(O)c2)cc1	-1%	-1	-1	4%	-7%	-6	5	3%	4%	7%
Cc1cccc(CN2CCN(CC(=O)N3CCC4(CC3)OCCO4)C2=O)c1	-9%	-12	-3	.	0%	-1	3	.	-15%	0%
CC1CC(C)CN(C(=O)COC(=O)c2cn(C)c3ccccc23)C1 (configuration not stated)	-8%	-3	.	-3%	-2%	-4	3	-8%	.	.
CCCCCc1nc2ccccc2c(=O)n1-c1ccccc1[N+](=O)[O-]	2%	-6	0	1%	-2%	17	-1	-4%[46.1 µM]	-5%	1%
COc1ccccc1CN1CCN(C(=O)Cc2ccccc2)CC1	?	-8	0	1%	-12%	7	-10	-2%	2%	6%

High-throughput results deposited in PubChem BioAssay by National Center for Advancing Translational Sciences (NCATS).

An excerpt; the hit share may differ from the screen's.
